# Rab9 prom act = qHTS Assay for Rab9 Promoter Activators; AID 485297, 2010; Huh7 Rab9 promoter-luciferase reporter, luminescence, 24 h; 320,000 compounds, 2.8% hits; Potency, µM (series often up to 9.22 µM), for the others: at the top dose activation, negative = inhibition, actives largely listed as activators; further: potency means the concentration at half of the fitted maximal effect; % of control where 0% means no effect; nearly all actives have a fitted effect of over 60% in size
#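 Measured in stably transfected Huh7 cells bearing a Rab9 promoter–luciferase construct: 24 h compound treatment at 37 °C, followed by luminescence detection.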
# BRCA1 expr up = qHTS Assay to Identify Small Molecule Activators of BRCA1 Expression. MCF7-BRCA1-FFLuc reporter, luminescence, 48 h; response scale: scaled: vehicle 0%, 10 µM genistein 100%. Potency, µM (doses to about 46.1 µM), for the others: at the top dose activation, most hits filed as activators. 380,000 compounds, 1.1% hits. AID 624202, 2012; further: potency means the concentration at half of the fitted maximal effect; nearly all actives have a fitted effect of over 80% in size; some results filed as inactive show a strong effect at the top dose
#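 Quantitative HTS in MCF7 cells stably reporting BRCA1 expression via firefly luciferase. Compound treatment lasts 48 h at 37 °C in phenol-red free MEM. Activation is expressed relative to genistein at 10 microM and DMSO.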
# p53 reactivator = qHTS assay for re-activators of p53 using a Luc reporter; H1299 p53-A138V BP100-luciferase reporter, luminescence, 24 h; Potency, µM (highest dose often 92.2 µM), inactives show at the top dose activity change, positive = activation, usual class: activators; 320,000 compounds, 0.063% hits; further: potency means the concentration at half of the fitted maximal effect; % of control where 0% means no effect; nearly all actives have a fitted effect of over 45% in size
#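 H1299 (p53-null), stable ts p53-A138V + BP100-Luc; 1000 cells/well, Opti-MEM/10% FBS; cpd 4 pt, 1:5; 24 h, 37 deg C, 5% CO2; detection reagent 10 min RT; luminescence.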
# VP16 counter = VP16 counterscreen qHTS for inhibitors of ROR gamma transcriptional activity. Drosophila S2 Gal4-VP16 UAS-luciferase, luminescence, 20 h. Potency, µM (top dose mostly 53.6 µM), for inactives: at the top dose activity, negative = inhibition, most hits filed as inhibitors. 310,000 compounds, 3.5% hits. AID 2546, 2010;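 further: Gal4-VP16 expression switched on by copper sulfate through the metallothionein promoter; potency means the concentration at half of the fitted maximal effect; on the % scale 0 is the no-effect control and ±100 the full control effect; nearly all actives have a fitted effect of over 50% in size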
# FLuc modulator = qHTS profiling assay for firefly luciferase inhibitor/activator using purifed enzyme and Km concentrations of substrates (counterscreen for miR-21 project). purified FLuc, Km substrates, luminescence inhibition. 360,000 compounds, 6.9% hits. Potency, µM (series often up to 57.5 µM), for the others: top-dose activity change, negative = inhibition, hits mostly inhibitors. AID 588342, 2011;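 further: potency means the concentration at half of the fitted maximal effect; plate controls were vehicle for no effect and reference inhibitor for full effect; nearly all actives have a fitted effect of over 55% in size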
# Target sequence (P08659 whole entry, looked up): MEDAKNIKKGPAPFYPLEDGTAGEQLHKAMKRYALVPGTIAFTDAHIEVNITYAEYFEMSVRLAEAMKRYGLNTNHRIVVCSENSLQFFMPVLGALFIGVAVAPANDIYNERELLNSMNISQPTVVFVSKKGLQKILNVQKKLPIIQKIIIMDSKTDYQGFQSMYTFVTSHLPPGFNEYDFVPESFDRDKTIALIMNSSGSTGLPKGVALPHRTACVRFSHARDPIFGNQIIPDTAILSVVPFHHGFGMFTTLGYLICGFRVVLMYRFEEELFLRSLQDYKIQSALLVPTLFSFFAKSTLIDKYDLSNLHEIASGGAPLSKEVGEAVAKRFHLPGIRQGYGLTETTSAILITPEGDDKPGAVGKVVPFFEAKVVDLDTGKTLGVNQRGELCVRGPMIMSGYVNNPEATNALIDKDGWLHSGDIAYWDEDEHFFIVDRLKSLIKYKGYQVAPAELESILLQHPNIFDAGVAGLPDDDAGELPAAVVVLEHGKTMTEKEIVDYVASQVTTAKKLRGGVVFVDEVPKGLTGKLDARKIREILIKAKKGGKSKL
#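 Purified P. pyralis luciferase, 10 nM final, with Km-level 10 uM D-luciferin and 10 uM ATP in 50 mM Tris acetate pH 7.5, 10 mM Mg acetate, 0.01% Tween-20, 0.05% BSA; 6-point qHTS titration about 60 µM downward; luminescence read.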
# PKM2 act = qHTS Assay for Activators of Human Muscle isoform 2 Pyruvate Kinase | Pyruvate kinase PKM (Homo sapiens), P14618 | purified PKM2, Kinase-Glo ATP luminescence, activation; response scale: 0% is enzyme alone, no compound | Potency, µM (top dose mostly 57.5 µM), inactives show at the highest dose activation, actives largely listed as activators | 260,000 compounds, 0.34% hits; further: potency means the concentration at half of the fitted maximal effect; on the % scale 0 is the no-effect control and ±100 the full control effect; nearly all actives have a fitted effect of over 55% in size
# Target sequence (P14618 whole entry, looked up, canonical isoform): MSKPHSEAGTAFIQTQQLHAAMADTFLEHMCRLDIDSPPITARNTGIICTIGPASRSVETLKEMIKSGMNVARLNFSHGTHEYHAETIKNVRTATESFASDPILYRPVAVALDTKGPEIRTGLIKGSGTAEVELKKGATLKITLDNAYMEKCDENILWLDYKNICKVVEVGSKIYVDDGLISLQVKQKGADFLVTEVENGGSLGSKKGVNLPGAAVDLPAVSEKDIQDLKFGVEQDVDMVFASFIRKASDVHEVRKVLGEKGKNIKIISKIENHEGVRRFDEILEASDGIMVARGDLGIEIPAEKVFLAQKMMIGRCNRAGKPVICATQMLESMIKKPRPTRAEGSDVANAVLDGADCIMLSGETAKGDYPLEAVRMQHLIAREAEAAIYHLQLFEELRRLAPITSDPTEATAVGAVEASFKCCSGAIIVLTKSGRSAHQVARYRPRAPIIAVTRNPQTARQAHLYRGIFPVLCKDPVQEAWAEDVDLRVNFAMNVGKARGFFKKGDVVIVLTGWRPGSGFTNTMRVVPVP
#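 Purified hPK-M2 (>95% pure) converted ADP (0.1 mM final) to ATP with 0.5 mM PEP in 50 mM imidazole pH7.2, KCl, MgCl2, Tween 20, BSA; 1 h at room temperature. ATP detected by Kinase-Glo luminescence.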
# RORgamma inh = qHTS for inhibitors of ROR gamma transcriptional activity; Nuclear receptor ROR-gamma (Mus musculus), P51450; Drosophila S2 Gal4-RORgamma UAS-luciferase reporter, 20 h; Potency, µM (top dose mostly 53.6 µM), for inactives: top-dose activity change, negative = inhibition, actives largely listed as inhibitors; 310,000 compounds, 5.4% hits; further: potency means the concentration at half of the fitted maximal effect; on the % scale 0 is the no-effect control and ±100 the full control effect; nearly all actives have a fitted effect of over 60% in size
#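 Read-out: Photinus luciferase luminescence; inhibitors lower reporter signal. Insect Schneider cells with Gal4-ROR gamma fusion under metallothionein promoter, UAS reporter; 700 uM final copper sulfate induction, 20 hr, ambient temperature.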
# NPC1 prom act = qHTS Assay for NPC1 Promoter Activators | Huh7 NPC1 promoter luciferase reporter, 24 h | Potency, µM (highest dose often 9.22 µM), inactives show at the highest dose activation, actives largely listed as activators | 320,000 compounds, 2.4% hits;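 further: potency means the concentration at half of the fitted maximal effect; % of control where 0% means no effect; nearly all actives have a fitted effect of over 60% in size; reporter is driven by a mutant NPC1 promoter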
#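 Readout is luciferase luminescence, reflecting NPC1 promoter activation in stably transfected Huh7 cells after 24 h compound exposure at 37 °C in reduced-serum medium with 10% FBS.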
# ELG1 genotoxic = qHTS screen for small molecules that induce genotoxicity in human embryonic kidney (HEK293T) cells expressing luciferase-tagged ELG1. HEK293T ELG1-luciferase reporter, luminescence, 16 h. Potency, µM (doses to about 46 µM), without a hit: at the highest dose activity change, positive = activation, usual class: activators. 330,000 compounds, 1.3% hits; further: potency means the concentration at half of the fitted maximal effect; % of control where 0% means no effect; nearly all actives have a fitted effect of over 60% in size
#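 Quantitative HTS format in 1536-well plates. HEK293T ELG1-luciferase reporter cells receive test compound and are incubated 16 hr at 37 °C, 5% CO2; ONE-Glo added, 30 min room temperature, then luminescence read.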
# Menin-MLL TR inh = qHTS Assay for Inhibitors Targeting the Menin-MLL Interaction in MLL Related Leukemias: Competition With Texas Red Labeled MLL-derived Mutant Peptide; Menin + Texas Red MLL mutant peptide, fluorescence polarization; Potency, µM (titrated, usually from 61.6 µM), inactives show at the highest dose FP activity change, negative = inhibition, most hits filed as inhibitors; 270,000 compounds, 0.23% hits; AID 1768, 2009; active means well fitted inhibition curve with a large enough effect in the polarisation, with a control signal flat, not every such curve was filed as active; inconclusive means small, poorly fitted or top-dose-only effect, or effect the other way, or a change in a side signal; inactive means no such curve, though single readings can be large or run the other way; the % refers to the polarisation; further: potency means the concentration at half of the fitted maximal effect; % of control where 0% means no effect; many of its hits are not listed in these tables
# Giardia kill = Small Molecules that selectively kill Giardia lamblia: qHTS; Giardia lamblia trophozoite viability; activity change, % at 7.66 µM, hits read low; 340,000 compounds, 0.15% hits; AID 540267, 2011; in the data active means activity change below about -80%; inconclusive means between about -30% and that limit;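 further: parasites exposed to compound for two days anaerobically before the ATP read; on the % scale 0 is the no-effect control and ±100 the full control effect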
#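 Media and compound were dispensed first, then trophozoites at 100 cells/well; plates sat 48 hrs at 37 deg C without oxygen before ATP luminescence reagent was added and read after 15-30 min at room temperature.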
# Starred values were filed as active, the others as inactive; ? = inconclusive; · = no result given; & = joins results of further samples; [ ] = another dose, or the depositor's remark. Unless noted, the call rests on the fitted dose curve; in most records, active means well fitted curve in the direction sought with a large enough effect; inconclusive means small, poorly fitted or top-dose-only effect, or another doubt; inactive means no such curve, though single readings can be large; an effect the other way counts as inactive or inconclusive.
SMILES,Rab9 prom act,BRCA1 expr up,p53 reactivator,VP16 counter,FLuc modulator,PKM2 act,RORgamma inh,NPC1 prom act,ELG1 genotoxic,Menin-MLL TR inh,Giardia kill
Cc1cccc(-c2noc(C(C)NC(=O)c3ccco3)n2)c1 (configuration not stated),6%,-4%,5%,2%,-9%,4%,-1%,5%,1%,8%,7
COc1ccc(C(=O)NNC(=O)c2cc3cc(OC)ccc3oc2=O)cc1,-2%,-4%,2%,4%,1%,-2%,-7%,1%,2%,·,4
Cc1ccc(S(=O)(=O)NC(C)C(c2cccs2)N2CCOCC2)cc1 (configuration not stated),-2%,-6%,-10%,3%,0%,0%,0%,-3%,0%,-11%,-5
CN(C)C(CNC(=O)CCNC(=O)c1ccc(Cl)cc1)c1ccco1 (configuration not stated),-4%,-5%,-1%,·,3%,·,·,2%,-2%,·,3
Cc1ccccc1CC1(CO)CCCN(C(=O)c2cc(Cl)ccc2F)C1 (configuration not stated),-2%,-20%,-4%,3%,-20%,0%,-12%,-5%,4%,-29%,7
COc1ccc(NC(=O)CSc2nccn2Cc2ccco2)c(OC)c1,?,105%,8%,8%,19µM*,0%,28%,21%,?,1%,7
NC(=O)C1CCCCc2c1[nH]c1ccc(Cl)cc21 (configuration not stated),-4%,1%,-3%,6%,-1%,·,20%,-3%,-5%,3%,-22
COc1ccc2c(c1)c1ncn(CCN3CCCCC3)c(=O)c1n2C,1%,16%,-1%,2%,7%,5%,-13%,-1%,-2%,-17%,9
CC(=O)c1cccc(NC(=O)c2cccc3ccccc23)c1,4%,-6%,5%,3%,?,·,-1%,2%,0%[9.26 µM],4%,1
CCOC(=O)/N=C(/NC(=O)Nc1ccc(C(=O)OCC)cc1)OC,-2%,22%,11%,·,-1%,0%,?,7%,1%,13%,22

# Some of these compounds in order of the Rab9 prom act value, falling.
compound	Rab9 prom act
Cc1cccc(-c2noc(C(C)NC(=O)c3ccco3)n2)c1 (configuration not stated)	6%
CCOC(=O)/N=C(/NC(=O)Nc1ccc(C(=O)OCC)cc1)OC	-2%
NC(=O)C1CCCCc2c1[nH]c1ccc(Cl)cc21 (configuration not stated)	-4%

# (more compounds)
SMILES,Rab9 prom act,BRCA1 expr up,p53 reactivator,VP16 counter,FLuc modulator,PKM2 act,RORgamma inh,NPC1 prom act,ELG1 genotoxic,Menin-MLL TR inh,Giardia kill
CC(C)n1cc(/C(N)=N/O)c(=O)n(Cc2ccccc2)c1=O,0%,30%,2%,-3%,-2%,-25%,16%,2%,2%,·,-13
O=C(COC(=O)c1cc([N+](=O)[O-])ccc1N1CCOCC1)NCc1ccc(F)cc1,0%,-23%,0%,-23%,-2%,2%,43%,0%,0%,1%,-3
O=C(CS(=O)(=O)Cc1ccccc1)Nc1ncccn1,0%,-12%,-11%,5%,-2%,-1%,-29%,-2%,-4%,0%,-9
CCOc1ccc(NC(=S)Nc2cc(-c3ccccc3)[nH]n2)cc1,3%,-34%,2%,3.5µM*,21µM*,-9%,1.8µM*,0%,-4%,?,-1
CC(=O)c1ccc(N2CCN(C(=O)c3ccc(OCc4c(C)noc4C)cc3)CC2)cc1,8%,-29%,-5%,2%,-2%,-2%,?,0%,-11%,1%,-4
COc1ccc(C2=NOC(C(=O)NCc3cccs3)C2)cc1OC (configuration not stated),-28%,-77%,2%,16%,3%,-3%,18%,-28%,3%,1%,-3
COc1cc(S(=O)(=O)N(C)C)ccc1F,-1%,5%,-6%,-18%,4%,-3%,-19%,0%,0%,9%,-7
CCOC(Cn1cc(C)c(=O)[nH]c1=O)OCC,6%,29%,9%,-10%,-3%,-25%,-14%,1%,3%,-6%,2
CCCC(OC(=O)CN1C(=O)COc2ccccc21)C(=O)NC1CCCC1 (configuration not stated),3%,-15%,-9%,16%,-2%,4%,-9%,-3%,2%,19%,2
O=C(O)CCC(=O)Nc1ccccc1C(=O)NC1CCCCC1,-1%,0%,-2%,-2%,2%[2.3 µM],6%,16%,1%,1%,0%,-6
CCn1c(SCC(=O)NCCc2ccccc2)nc2c(c1=O)SC(C)C2 (configuration not stated),-1%,-9%,-6%,3%,-3%,-16%,23%,4%,-1%,4%,18
O=C(c1ccccc1)n1ccc(-c2cnc(-c3ccccc3)s2)n1,1.6µM*,?,?,-14%,4.3µM*,2%,-21%,1.4µM*,1.6µM*,9%,-24
CNC(=S)NNC(=O)COc1cccc(C)c1C,0%,0%,-4%,7.1µM*,-2%,0%,1.4µM*,-4%,9%,2%,10
N#Cc1ccc2c(c1)C[C@]1(c3ccsc3)Oc3c(c(=O)oc4ccccc34)C2O1,-4%[1.84 µM],·,·,-4%[10 µM],3.1µM*,-2%[11.5 µM],?,-1%[1.84 µM],·,?,·
CC(C)Cc1nnc(NC(=O)CN2C(=O)C3CCCCC3C2=O)s1 (configuration not stated),3%,-15%,7%,·,8%,·,·,3%,1%,·,0
CSCCNC(=O)c1ccc(C(C)(C)C)cc1,4µM*,7.1µM*,6%,?,3µM*,-6%,?,4µM*,?,-3%,-23
O=[N+]([O-])c1ccccc1/C=C/C=N/N1CCCCC1,2.2µM*,2.8µM*,?,20%,11µM*,-1%,-7%,?,4.6µM*,2%,-30
CCCN1CCN(CCCNC(=O)c2ccc3nc(N4CCCCC4)sc3c2)CC1,?,69%,·,-11%,-3%,-4%,-6%,?,?,2%,13
CCOC(=O)C1=NNC(C(=O)c2ccc(OC)cc2)C1c1ccccc1 (configuration not stated),13%,2%,-7%,4%,-18%,-1%,?,0%,1%,-6%,8
N/C(=N\OC(=O)/C=C/c1ccccc1Cl)c1ccncc1,0.71µM*,?,?,-24%,0.85µM*,-2%,-37%,1.3µM*,6%,15%,8
Cc1nc2ccc(NC(=O)c3cc(Cl)ccn3)cc2s1,0.5µM*,?,?,?,1.5µM*,-2%,-33%,0.71µM*,1.3µM*,-3%,-14
O=C(O)c1ccc(/C=C2/SC(=S)N(Cc3ccccc3)C2=O)cc1,0%,24%,0%,7%,-14%,·,38%,-5%,-3%,18%,1
N#C/C(=C\c1cn[nH]c1-c1ccc(Cl)cc1)C(=O)NC1CC1,-3%,-5%,6%,5%,-2%,8%,?,11%,-1%,1%,1
Cc1ccc2cc(CN(CC3CCCO3)C(=O)c3cccs3)c(=O)[nH]c2c1 (configuration not stated),0%,-9%,0%,2%,2%,·,15%,1%,6%,·,15
CC(Sc1nnc(Cc2cccs2)n1C1CCCCC1)C(=O)NCc1ccco1 (configuration not stated),2%,-6%,2%,-5%,1%,1%,?,-1%,-7%,-8%,6
CC(C)(C)n1nc2c(c1NC(=O)c1cccs1)CS(=O)C2 (configuration not stated),-4%,-12%,6%,-11%,0%,-4%,-18%,-6%,-2%,7%,7
Nc1nc(-c2cccnc2)nn1C(=O)COc1ccccc1,-1%,2%,0%,6%,-2%,3%,-35%,-1%,0%,8%,-12
CCN(c1ccc(NC(=O)CSc2nnc3nc(C)cc(C)n23)cc1)C(C)C,5%,18%,-3%,-3%,?,0%,-13%,1%,8%,11%,-1
COc1ccc(C(=O)NC(C(=O)NCC(=O)Nc2c(C)cccc2C)C(C)C)cc1 (configuration not stated),2%,21%,-7%,3%,1%,-4%,-5%,-1%,2%,6%,16
O=c1cc(-c2ccc(O)cc2)oc2ccc(O)cc12,3.5µM*,2.8µM*,?,1%&4%,12µM*,-5%,?,?,10%,-22%&-9%,-12
Oc1ccccc1Nc1nc(NCc2ccccc2)c2ccccc2n1,-7%,-64%,2%,22µM*,-19%,13%,?,-8%,-13%,?,3
CN(C)S(=O)(=O)c1ccc(Cl)c(NC(=O)CN2C(=O)NC3(CCc4ccccc43)C2=O)c1 (configuration not stated),-1%,-14%,-4%,·,·,·,·,-3%,0%,·,-3
CC(C)Oc1ccc(S(=O)(=O)N2CCOCC2)cc1NC(=O)CC1OC(=O)c2ccccc21 (configuration not stated),-1%,-18%,14%,·,8%,·,·,-2%,14%,·,14
O=C(NC(Cc1ccccc1)C(=O)O)/C(=C/c1ccccc1)NC(=O)c1ccccc1 (configuration not stated),0%,-10%,1%,-9%,11%,-4%,7%,1%,-1%,15%,-17

# Screens from PubChem BioAssay.

# This is a subset. The share of hits here may be higher or lower than overall.
